Compound activity: PubChem BioAssay, National Center for Advancing Translational Sciences (NCATS)
p53null 32C kill – qHTS Screen for Compounds that Selectively Target Cancer Cells with p53 Mutations: Cytotoxicity of p53 Null Cells at the Permissive Temperature | H1299-neo p53 null cells, ATP luminescence, 24 h, 32C | Potency, µM (highest dose often 46.1 µM), inactives show at the top dose activity change, negative = cytotoxicity, hits mostly cytotoxic | 55,000 compounds, 0.62% hits | AID 903, 2007;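 also: potency is read from the fitted curve at half-maximal effect; 0% = DMSO only and -100% = full killing by 100 µM tamoxifen; nearly all actives have a fitted effect of over 55% in size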
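ATP-content luminescence in p53-null H1299-neo cells after 24 h compound exposure (up to 46 uM) at 32C permissive temperature; 0% and 100% killing set by DMSO and 100 uM tamoxifen; Hill-equation AC50.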
NTMT1 inhibitor – Primary qHTS for Inhibitors of N-terminal methyltransferase 1 (NTMT1): MTaseGlo Assay. N-terminal Xaa-Pro-Lys N-methyltransferase 1 (Homo sapiens), Q9BV86. NTMT1 MTase-Glo SAH luminescence, purified enzyme. Potency, µM (titrated, usually from 114 µM), inactives show at the highest dose activity change, negative = inhibition, usual class: inhibitors. 59,000 compounds, 2.5% hits. AID 1645870, 2021;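 also: potency is read from the fitted curve at half-maximal effect; plate controls were DMSO vehicle for no effect and no enzyme for full effect; nearly all actives have a fitted effect of over 65% in size; many of its hits are not listed in these tables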
Target sequence (Q9BV86 whole entry, looked up): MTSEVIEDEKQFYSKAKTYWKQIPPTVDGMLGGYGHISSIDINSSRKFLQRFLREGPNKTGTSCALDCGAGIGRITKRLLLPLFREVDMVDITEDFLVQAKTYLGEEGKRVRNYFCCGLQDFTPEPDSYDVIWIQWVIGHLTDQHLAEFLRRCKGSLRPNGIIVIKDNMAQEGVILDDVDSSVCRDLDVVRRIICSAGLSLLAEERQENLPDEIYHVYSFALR
TSG101-PTAP inh – qHTS Validation Assay for Inhibitors of HIV-1 Budding by Blocking the Interaction of PTAP/TSG101: Sytravon Library Screen; Tumor susceptibility gene 101 protein (Homo sapiens), Q99816; Fluorescence polarization, FITC-PTAP peptide/Tsg101, 20 min; Potency, µM (top dose mostly 115 µM), for the others: top-dose activity change, negative = inhibition, hits mostly inhibitors; 44,000 tested, under 10 active; AID 1347069, 2019; also: potency is read from the fitted curve at half-maximal effect; 0% is about no effect
Target sequence (Q99816 whole entry, looked up): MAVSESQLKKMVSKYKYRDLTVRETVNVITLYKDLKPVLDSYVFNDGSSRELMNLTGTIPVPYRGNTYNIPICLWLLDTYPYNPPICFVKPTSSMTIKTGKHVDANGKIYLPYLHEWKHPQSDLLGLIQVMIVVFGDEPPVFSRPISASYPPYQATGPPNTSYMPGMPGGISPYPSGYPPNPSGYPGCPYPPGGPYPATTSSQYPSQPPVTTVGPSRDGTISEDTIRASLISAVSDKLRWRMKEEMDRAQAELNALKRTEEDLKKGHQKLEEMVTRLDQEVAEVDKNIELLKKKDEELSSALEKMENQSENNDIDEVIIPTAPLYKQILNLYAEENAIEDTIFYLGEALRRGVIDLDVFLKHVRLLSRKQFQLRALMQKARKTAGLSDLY
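qHTS FP binding, 20 min r.t.: 10 uM Tsg101 domain + 50 nM FITC-PTAP peptide, pH 7.5 HEPES buffer with TCEP and EDTA.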
B2AR arrestin ag – qHTS assay of beta-arrestin-biased ligands of beta2-adrenergic receptor: NCGC Sytravon Library Screen; Beta-2 adrenergic receptor (Homo sapiens), P07550; HTLA Tango cells, beta-arrestin recruitment, luciferase luminescence, 18 h; Potency, µM (titrated, usually from 46.1 µM), for the others: at the top dose activation, usual class: activators; 44,000 tested, under 10 active; AID 1347077, 2019;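 also: potency is read from the fitted curve at half-maximal effect; 0% = DMSO and full agonism = EC100 isoproterenol or metaproterenol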
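Luminescence read-out: arrestin recruitment to recombinant beta2-AR releases tTA, inducing luciferase. Cells exposed 18 hr at 37 degrees C to up to 46 microM compound; %Activity from corrected signal, concentration-response curves classified by r2, magnitude and efficacy.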
p53null 39C kill – qHTS Screen for Compounds that Selectively Target Cancer Cells with p53 Mutations: Cytotoxicity of p53 Null Cells at the Nonpermissive Temperature | H1299 p53-null (neo) cells, 39C, ATPlite viability, 24 h | Potency, µM (series often up to 46.1 µM), without a hit: top-dose activity, negative = cell killing, actives largely listed as cytotoxic | 55,000 compounds, 0.97% hits | AID 904, 2007;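 also: potency is read from the fitted curve at half-maximal effect; 0% = DMSO only and -100% = full killing by 100 µM tamoxifen; nearly all actives have a fitted effect of over 50% in size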
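Luminescent ATP signal reported cell survival after H1299 lines (neo, p53 null; or p53 A138V) received up to 46 uM compound and 24 hr incubation at 39C.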
GALK inh – qHTS Assay for Inhibitors of Human Galactokinase (GALK): NCGC Sytravon Library Screen; P51570; recombinant GALK, Kinase-Glo ATP luminescence, 1 h; Potency, µM (titrated, usually from 57.5 µM), for inactives: at the top dose activity, negative = inhibition, actives largely listed as inhibitors; 44,000 tested, under 10 active; AID 1347072, 2019;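 also: plate controls were full GALK reaction for no effect and reaction lacking GALK for full effect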
Target sequence (P51570 whole entry, looked up): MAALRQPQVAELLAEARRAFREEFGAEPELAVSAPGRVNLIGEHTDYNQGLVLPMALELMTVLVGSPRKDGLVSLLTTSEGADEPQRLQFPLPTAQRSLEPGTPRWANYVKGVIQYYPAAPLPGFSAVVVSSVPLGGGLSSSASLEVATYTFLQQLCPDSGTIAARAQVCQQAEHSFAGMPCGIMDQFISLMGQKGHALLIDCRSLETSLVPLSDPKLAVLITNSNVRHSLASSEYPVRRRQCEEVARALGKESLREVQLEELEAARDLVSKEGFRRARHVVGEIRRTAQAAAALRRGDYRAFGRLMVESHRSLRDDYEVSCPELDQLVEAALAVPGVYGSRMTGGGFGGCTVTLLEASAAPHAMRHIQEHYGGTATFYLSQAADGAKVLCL
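Reactions with and without enzyme served as controls. GALK at 5 nM phosphorylates 100 uM galactose using 35 uM ATP (HEPES pH 8.0, Mg2+) for 1 h at RT, with luminescence read 10 min after adding Kinase-Glo Plus.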
FH mod – Identification of activators of human fumarate hydratase by quantitative high-throughput screening | FH coupled MDH/diaphorase resazurin fluorescence, 15 min | Potency, µM (top dose mostly 79.9 µM), inactives show top-dose activity change, negative = inhibition, actives largely listed as inhibitors | 54,000 compounds, 0.22% hits | AID 1347055, 2019; also: potency is read from the fitted curve at half-maximal effect; % is scaled to controls: 0 for no effect and ±100 for the full control effect; the screen sought activators but most active calls are inhibition curves; nearly all actives have a fitted effect of over 45% in size
An asterisk follows results filed as active; ? = inconclusive; · = no result given; [ ] = remark or other dose. Calls follow the shape of the dose curve; as a rule, active = well fitted curve in the direction sought with a large enough effect; inconclusive = small, poorly fitted or top-dose-only effect, or another doubt; inactive = no such curve, though single readings can be large; an effect the other way counts as inactive or inconclusive.

Short forms – A = p53null 32C kill; B = NTMT1 inhibitor; C = TSG101-PTAP inh; D = B2AR arrestin ag; E = p53null 39C kill; F = GALK inh; G = FH mod
mol: Cc1ccc(CSc2nc3ccc(NC(=O)COc4ccccc4)cc3s2)cc1
  A: -10%	B: 11%	C: 0%	D: -4%	E: 15%	F: 0%	G: 3%
mol: CCN(CC)CCn1c(=N)n(CCOc2ccccc2Cl)c2ccccc21
  A: -21%	B: ?	C: 1%	D: 0%	E: 3.2µM*	F: 0%	G: 0%
mol: Cc1ccc(CN2c3ccccc3-c3nc(SCC(=O)NCc4ccccc4)ncc3S2(=O)=O)cc1
  A: 5%	B: -10%	C: 2%	D: 0%	E: 4%	F: -4%	G: -6%
mol: CCCOc1ccc(C2C(=O)N(C3CCCCCC3)CC(=O)N2CCCOCC)cc1OC (configuration not stated)
  A: -10%	B: ·	C: -6%	D: 0%	E: -6%	F: -5%	G: ·
mol: COc1ccc2c(c1)c(CC(=O)Nc1cc(C)cc(C)c1)c(C)n2C(=O)c1ccc(Cl)cc1
  A: -8%	B: 0%	C: 1%	D: 1%	E: -2%	F: 0%	G: -24%
mol: CC(CC(=O)NCc1ccc(Cl)cc1)CC1=NS(=O)(=O)c2ccccc2N1 (configuration not stated)
  A: -5%	B: 10%	C: 0%	D: 1%	E: -6%	F: 0%	G: 2%
mol: O=C(Nc1nnc(S(=O)(=O)N2CCCc3ccccc32)s1)c1ccc(Cl)cc1
  A: 2%	B: 29%	C: 1%	D: -1%	E: -12%	F: 3%	G: -9%
mol: CCCCN1C(=O)c2[nH]nc(-c3ccccc3O)c2C1c1cc(Br)c(O)c(OC)c1 (configuration not stated)
  A: 28%	B: 1%	C: -6%	D: 8%	E: 27%	F: -12%	G: ?
mol: Cc1ccccc1NC(=O)c1sc2nc3n(c(=O)c2c1C)N=C(c1ccccc1)CS3
  A: -3%	B: 4%	C: -2%	D: -1%	E: 17%	F: -1%	G: 4%
mol: CCOC(=O)c1ccc(NC(=O)c2c(C)oc3nc(C)nc(N4CCCC4)c23)cc1
  A: -4%	B: ?	C: 0%	D: 0%	E: -37%	F: 2%	G: -3%
mol: COc1ccc(CNC(=O)c2ccc3c(c2)nc2n3CCOC2)c(OC)c1
  A: -3%	B: -2%	C: -9%	D: 1%	E: -5%	F: 0%	G: -1%
mol: CN(CC(=O)Nc1ccccc1F)S(=O)(=O)c1ccc2c(c1)c(=O)n(C)c(=O)n2C
  A: -6%	B: 3%	C: 1%	D: 1%	E: 5%	F: -1%	G: -6%
mol: CCN(CC)C(=O)c1c(-c2ccccc2)c(-c2ccccc2)nn(CC)c1=O
  A: -10%	B: 6%	C: -2%	D: -2%	E: -20%	F: 4%	G: -13%
mol: CCc1cccc(NS(=O)(=O)c2c(C)[nH]c(=O)[nH]c2=O)c1
  A: 10%	B: 8%	C: -7%	D: -1%	E: -6%	F: 3%	G: 6%
mol: COc1ccc(OC)c(NC(=O)c2oc3c(c2C)-c2nn(Cc4ccc(Cl)cc4)cc2CC3)c1
  A: 11%	B: 2%	C: 3%	D: 1%	E: 0%	F: 5%	G: 3%
mol: Cc1ccc(-n2nc(CO)c(C(=O)NCCCCc3ccccc3)n2)cc1C
  A: -2%	B: -1%	C: 2%	D: 0%	E: -8%	F: 4%	G: -14%
mol: O=C1CC(c2cccc(O)c2)c2c(nc(SCc3ccccc3F)[nH]c2=O)N1 (configuration not stated)
  A: 1%	B: 3%	C: 1%	D: -3%	E: -2%	F: ?	G: -23%
mol: CCc1ccc(C2c3c(-c4ccccc4O)n[nH]c3C(=O)N2Cc2cccnc2)cc1 (configuration not stated)
  A: 18%	B: 6%	C: 0%	D: 1%	E: -3%	F: -4%	G: -11%
mol: CC(C)(C)c1ccc(S(=O)(=O)c2cnc(SCC(=O)Nc3ccc4c(c3)OCCO4)[nH]c2=O)cc1
  A: 1%	B: ?	C: 13%	D: 1%	E: -16%	F: ?	G: ?
mol: COc1cccc(CNC(=O)c2oc3c(c2C)-c2nn(Cc4cccc(Cl)c4)cc2CC3)c1OC
  A: -3%	B: ?	C: 4%	D: 1%	E: -5%	F: 3%	G: -18%
mol: Cc1oc2ncnc(N3CCOCC3)c2c1C(=O)NCc1ccc(Cl)cc1
  A: -2%	B: 3%	C: -9%	D: -1%	E: -13%	F: -9%	G: 4%
mol: O=C(Nc1cccc(Br)c1)c1cc(S(=O)(=O)N2CCCCC2)c[nH]1
  A: 13%	B: 6%	C: 0%	D: 1%	E: 18%	F: -4%	G: -1%
mol: CCc1ccc(NC(=O)Cn2nnc(C(=O)Nc3ccc(F)cc3)c2N)cc1
  A: 6%	B: -1%	C: -1%	D: 0%	E: -5%	F: 4%	G: -7%
mol: Cc1cc(-c2ccc(C)c(S(=O)(=O)Nc3cccc(C#N)c3)c2)on1
  A: ?	B: 3%	C: -11%	D: -1%	E: -12%	F: -3%	G: -4%
mol: CC(C)c1ccc(NC(=O)c2cc(S(=O)(=O)NCCc3ccccc3)ccc2F)cc1
  A: 33%[activator]	B: 5%	C: -7%	D: 0%	E: 23%	F: -1%	G: ?
mol: CCN(CC)S(=O)(=O)c1cccc(C(=O)Nc2ccccc2C(=O)Nc2ccc(Cl)cc2)c1
  A: -10%	B: -4%	C: 0%	D: -1%	E: -3%	F: 1%	G: -10%
mol: CCN(CCCNC(=O)c1cc2cc3cc(C)ccc3nc2s1)c1cccc(C)c1
  A: -7%	B: -6%	C: 1%	D: 1%	E: ?	F: 1%	G: ?
mol: Cc1ccc(C)c(NC(=O)c2cc(S(=O)(=O)N3CCCc4ccccc43)ccc2F)c1
  A: -5%	B: 11%	C: -2%	D: 0%	E: 2%	F: 1%	G: -20%
mol: CCc1ccc(OC(C)c2nc(-c3ccc(-n4cccc4)cc3)no2)cc1 (configuration not stated)
  A: -9%[9.22 µM]	B: 0%	C: -5%	D: -2%	E: 4%	F: 0%	G: -15%
mol: CCc1ccccc1N1CC(c2nnc(NC(=O)c3ccco3)s2)CC1=O (configuration not stated)
  A: 0%	B: 12%	C: 1%	D: -5%	E: 15%	F: 2%	G: 8%
mol: COc1ccc(C)cc1NC(=O)N(C(C)C)C1CCN(C(C)=O)CC1
  A: 2%	B: 5%	C: 1%	D: -3%	E: 1%	F: 3%	G: -2%
mol: Cc1ccccc1OCC(=O)Nc1c(C(=O)Nc2ccccc2F)oc2ccccc12
  A: -12%	B: 1%	C: -1%	D: -2%	E: 20%	F: 6%	G: -13%
mol: COc1cc(NC(=O)Cn2c(C)cc(C)c(C#N)c2=O)cc(OC)c1
  A: -4%	B: 14%	C: -9%	D: 0%	E: 2%	F: 0%	G: 0%
mol: O=[N+]([O-])c1cc(-c2nc(-c3ccccc3)no2)ccc1N1CCCCC1
  A: -3%	B: -19%	C: 0%	D: -1%	E: -10%	F: 2%	G: -21%
mol: O=C(Nc1ccccc1F)c1ccc(Cn2nc(N3CCN(c4ccccc4)CC3)ccc2=O)o1
  A: -3%	B: 0%	C: -3%	D: 0%	E: -5%	F: 3%	G: -10%
mol: COc1cccc(C2=NN(C(C)=O)C(c3cn(-c4ccccc4)nc3-c3cccs3)C2)c1 (configuration not stated)
  A: ·	B: 16%	C: 0%	D: -1%	E: ·	F: 7%	G: 2%
mol: CCCN(CCC)CCNC(=O)C1CCN(c2nc3ccc(CC)cc3s2)CC1
  A: ?	B: -20%	C: -5%	D: 1%	E: ?	F: -3%	G: -5%
mol: COc1ccc2oc(-c3ccc(C)c(NC(=O)c4ccc(-c5ccccc5[N+](=O)[O-])o4)c3)nc2c1
  A: -2%[9.22 µM]	B: -22%	C: 2%	D: 0%	E: ?	F: 0%	G: 2%
mol: COc1ccc(OC)c(CCNC(=O)c2cc3c(=O)oc4ccc(C)cc4c3s2)c1
  A: -2%	B: -1%	C: -10%	D: 1%	E: -9%	F: 9%	G: 0%
mol: CCc1sc(Nc2cccc(C)c2C)nc1-c1cc2cccc(OC)c2oc1=O
  A: 4%	B: 2%	C: -1%	D: -3%	E: -1%	F: -6%	G: -23%
mol: COc1ccc(NC(=O)c2ccco2)cc1NC(=O)c1cc(OC)c(OC)c(OC)c1
  A: -5%	B: -7%	C: -5%	D: 0%	E: -27%	F: 2%	G: -4%
mol: Cn1c(C(=O)NCc2ccccc2Cl)cc2sc(Cl)cc21
  A: 11%	B: 11%	C: 4%	D: 1%	E: -7%	F: 4%	G: -29%
mol: Cc1ccccc1Cn1c2ccccc2c2cnn(CC(=O)NC3CCC(C)CC3)c(=O)c21 (configuration not stated)
  A: -9%	B: 14%	C: 0%	D: -3%	E: -15%	F: -11%	G: -1%
mol: COc1ccccc1N1CCN(S(=O)(=O)c2ccc3c(c2)oc(=O)n3C)CC1
  A: 9%	B: ?	C: -6%	D: 0%	E: -14%	F: 8%	G: -10%
mol: CCOc1ccc(C(=O)NCCS(=O)(=O)N2CCN(c3ccccc3F)CC2)cc1OCC
  A: -1%	B: 6%	C: 1%	D: 0%	E: 5%	F: 3%	G: -4%

Complete entries from above.
Cc1ccc(CN2c3ccccc3-c3nc(SCC(=O)NCc4ccccc4)ncc3S2(=O)=O)cc1 across the screens: p53null 32C kill: 5%; NTMT1 inhibitor: -10%; TSG101-PTAP inh: 2%; B2AR arrestin ag: 0%; p53null 39C kill: 4%; GALK inh: -4%; FH mod: -6%
CC(CC(=O)NCc1ccc(Cl)cc1)CC1=NS(=O)(=O)c2ccccc2N1 (configuration not stated) across the screens: p53null 32C kill: -5%; NTMT1 inhibitor: 10%; TSG101-PTAP inh: 0%; B2AR arrestin ag: 1%; p53null 39C kill: -6%; GALK inh: 0%; FH mod: 2%

The listing continues:
Short forms – A = p53null 32C kill; B = NTMT1 inhibitor; C = TSG101-PTAP inh; D = B2AR arrestin ag; E = p53null 39C kill; F = GALK inh; G = FH mod
mol: Cc1nnc(N2CCC(C(=O)NCCc3ccccc3Cl)CC2)c2nn(-c3ccccc3)c(C)c12
  A: ?	B: ?	C: 5%	D: 1%	E: 10µM*	F: 1%	G: -4%
mol: CCn1c(=O)c2sccc2n2c(CCCC(=O)N3CCN(c4ccc(OC)cc4)CC3)nnc12
  A: 2%	B: 0%	C: -5%	D: 0%	E: -14%	F: 1%	G: 2%
mol: CSc1nnc2[nH]c(=O)cc(C)n12
  A: 7%	B: 0%	C: -1%	D: 0%	E: 29%	F: -9%	G: -9%
mol: Cc1c(C(=O)NCc2ccccc2Cl)sc2nc(-c3ccc(F)cc3)cn12
  A: -2%	B: -1%	C: 1%	D: 0%	E: ?	F: -1%	G: -11%

This is a subset; rates above refer to the full screens.
